TEAD-YAP block: TEAD-YAP interaction inhibition, primary screen, TEAD-YAP interaction inhibitor project, luminescence, HEK-TIYL cells; TEAD-Gal4/YAP UAS-luciferase luminescence; inhibition, % at 9.12 µM; hit rate 1.4% among 640,000; in the data active means inhibition above about 32%;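 further: 0% = median of test compound wells and 100% = reference inhibitor wells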
FBW7 activator: FBW7 E3 ligase activators, primary screen, biochemical, AlphaScreen, human; F-box/WD repeat-containing protein 7 (Homo sapiens), Q969H0; AlphaScreen FBW7–phospho-cyclin E peptide binding, activator screen; normalized activity (activation), % at 26.1 µM; hit rate 0.13% among 650,000; in the data active means normalized activity above about 1.9%;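 further: purified mutant Fbw7 with reduced substrate affinity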
MITF primary: MITF inhibitors, primary screen, biochemical, AlphaScreen, human; Microphthalmia-associated transcription factor (Homo sapiens), O75030; AlphaScreen MITF homodimerization, bead proximity signal; inhibition, % at 2.6 µM; hit rate 0.91% among 650,000; AID 1259374, 2018; in the data active means inhibition above about 50%;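 further: 0% = vehicle wells with protein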
Target sequence (O75030 whole entry, looked up): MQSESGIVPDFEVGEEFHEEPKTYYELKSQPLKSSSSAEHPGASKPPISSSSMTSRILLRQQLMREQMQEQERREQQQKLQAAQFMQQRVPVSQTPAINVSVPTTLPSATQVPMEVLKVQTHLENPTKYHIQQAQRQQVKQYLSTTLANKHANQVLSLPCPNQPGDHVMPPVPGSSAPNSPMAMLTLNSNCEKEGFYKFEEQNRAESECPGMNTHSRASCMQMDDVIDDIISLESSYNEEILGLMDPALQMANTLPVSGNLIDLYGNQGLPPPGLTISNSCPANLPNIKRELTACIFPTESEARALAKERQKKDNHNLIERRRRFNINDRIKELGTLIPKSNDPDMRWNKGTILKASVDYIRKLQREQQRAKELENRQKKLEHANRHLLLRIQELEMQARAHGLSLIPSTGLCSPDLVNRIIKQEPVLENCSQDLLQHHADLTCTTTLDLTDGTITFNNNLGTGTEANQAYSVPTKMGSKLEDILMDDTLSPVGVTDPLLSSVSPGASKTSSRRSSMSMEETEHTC
GPR151 activ: activators of human GPR151, primary screen, cell-based, PathHunter beta-arrestin, luminescence. G-protein coupled receptor 151 (Homo sapiens), Q8TDV0. PathHunter beta-arrestin GPR151 cells. activation, % at 11.2 µM. hit rate 1% among 650,000; in the data active means activation above about 4.9%;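 further: 0% = median of compound wells and 100% = cells with positive control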
Target sequence (Q8TDV0 whole entry, looked up): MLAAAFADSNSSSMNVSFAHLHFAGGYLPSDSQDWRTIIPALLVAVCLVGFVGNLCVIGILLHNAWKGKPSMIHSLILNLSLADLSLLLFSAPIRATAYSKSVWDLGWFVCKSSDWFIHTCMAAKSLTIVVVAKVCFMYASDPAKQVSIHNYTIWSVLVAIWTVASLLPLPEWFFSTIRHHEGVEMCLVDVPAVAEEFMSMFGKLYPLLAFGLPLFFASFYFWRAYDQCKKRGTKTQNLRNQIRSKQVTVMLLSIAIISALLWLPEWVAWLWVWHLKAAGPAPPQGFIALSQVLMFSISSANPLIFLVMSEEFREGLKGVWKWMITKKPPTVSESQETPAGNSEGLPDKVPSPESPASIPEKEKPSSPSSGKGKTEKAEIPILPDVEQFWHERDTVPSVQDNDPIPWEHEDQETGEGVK
* = called active by the depositor.

Results follow in this order: TEAD-YAP block	FBW7 activator	MITF primary	GPR151 activ
#1 O=C(O)c1cccc(Nc2cnn(C34CC5CC(CC(C5)C3)C4)c(=O)c2Cl)c1
→ 4	0.5	19	-0.5
#2 CCOC(=O)c1c(NC(=O)c2ccc(C)cc2)sc(C)c1-c1ccccc1
→ 12	0.1	8	-0.6
#3 CCOC(=O)c1c(C)c(-c2ccccc2)n(CC(=O)N2CCCC2)c1C
→ -14	-0.1	5	-0.1
#4 CCOc1ccc2nc(N3CCCC(C(=O)O)C3)sc2c1 (stereo not drawn)
→ 29	0.9	14	-0.5
#5 Cc1nc2sc3c(c2c(=O)[nH]1)CCC(C)C3 (stereo not drawn)
→ -19	-0.2	-5	0.3
#6 COC(=O)C1=NNC(C(=O)OC)=C2COC(c3ccccc3)OCC12 (stereo not drawn)
→ -6	0.6	1	0.9
#7 CCOC(=O)c1ccc(NC(=O)Cn2c(=O)c3ccccc3n3nncc23)cc1
→ 9	0.1	2	0.5
#8 COc1ccc(C2CC(=O)N3C(=C2C#N)SCC3(O)c2ccco2)cc1 (stereo not drawn)
→ -20	0.1	-3	-0.5
#9 COc1cccc2c1OC(c1cccc(Cl)c1)N1N=C(c3cccnc3)CC21 (stereo not drawn)
→ -32	-0.3	4	-0.9
#10 O=C(COc1ccc(Cl)c2ccccc12)NCCCN1CCCC1=O
→ -7	-0.1	0	0.7
#11 Cc1cccc(NC(=O)N2CCC(CN3CCc4ccccc4C3)CC2)c1
→ 3	0.0	6	1.2
#12 O=C1c2ccccc2-c2onc3c(Br)cc(Sc4ccccc4)c1c23
→ 2	-0.1	-20	-0.9
#13 Cc1nc2c(c(=O)[nH]1)CCN(Cc1ccc3ncccc3c1)C2
→ 0	0.1	5	6.5*
#14 Cc1ccc2oc(Cc3ccccc3)nc2c1
→ 47*	0.3	20	-2.1
#15 CCNC(=O)c1nn(CC2CC2)c2c1CN(Cc1cnn(C)c1C)CC2
→ -3	-0.1	-10	0.8

The last six compounds of the part above open the next one.
Results follow in this order: TEAD-YAP block	FBW7 activator	MITF primary	GPR151 activ
#10 O=C(COc1ccc(Cl)c2ccccc12)NCCCN1CCCC1=O
→ -7	-0.1	0	0.7
#11 Cc1cccc(NC(=O)N2CCC(CN3CCc4ccccc4C3)CC2)c1
→ 3	0.0	6	1.2
#12 O=C1c2ccccc2-c2onc3c(Br)cc(Sc4ccccc4)c1c23
→ 2	-0.1	-20	-0.9
#13 Cc1nc2c(c(=O)[nH]1)CCN(Cc1ccc3ncccc3c1)C2
→ 0	0.1	5	6.5*
#14 Cc1ccc2oc(Cc3ccccc3)nc2c1
→ 47*	0.3	20	-2.1
#15 CCNC(=O)c1nn(CC2CC2)c2c1CN(Cc1cnn(C)c1C)CC2
→ -3	-0.1	-10	0.8
#16 COc1cc(Nc2ncnc3c2cnn3-c2ccc(C)cc2C)cc(OC)c1OC
→ 6	0.2	10	1.1
#17 COc1ccc(CC(=O)Nc2ccc(N3CCCS3(=O)=O)cc2)cc1
→ -2	-0.2	-4	1.1
#18 CN(Cc1cnn(-c2ccc(F)cc2)c1)Cc1c(C(=O)N2CCCC2)nc2sccn12
→ 4	-0.1	6	1.0
#19 CCOc1ccc(-n2c(C)nc3cc(C(=O)NCc4ccc(F)cc4)ccc32)cc1
→ -5	0.2	12	-1.4
#20 CSc1cccc(NC(=O)CNS(=O)(=O)c2ccc(F)cc2)c1
→ 4	0.4	12	-1.0
#21 O=C(Cc1ccc(Cl)cc1)N1CCN(c2ccc([N+](=O)[O-])cc2Cl)CC1
→ 9	-0.1	9	1.1
#22 O=C(C1CCCN(Cc2ccc(Br)cc2)C1)N1CCCCC1 (stereo not drawn)
→ 12	0.0	60*	0.0
#23 Cc1nc(NCCCn2ccnc2)c2c(-c3cccs3)csc2n1
→ 1	-0.1	64*	0.7
#24 Cc1nc2cc(F)ccc2n1C1CCN(S(=O)(=O)c2ccc(F)cc2)CC1
→ -7	-0.2	-1	-0.3
#25 COc1ccc2cc(C#N)c(SCC(=O)N3CCCCCC3)nc2c1
→ -2	-0.1	-3	-1.0
#26 COC(C(=O)N/N=C/c1ccc(C(=O)O)cc1)c1ccccc1 (stereo not drawn)
→ 1	0.0	-27	-1.0
#27 O=C(Nc1ccc(N2CCC(NCCCn3nnc4ccccc43)CC2)cc1)C1CCCC1
→ 11	0.7	19	-0.9
#28 CC(C)C[C@H]1NC(=O)[C@H]2CN(Cc3nc(-c4ccc(F)cc4)cs3)CCN2C1=O
→ 3	-0.1	0	0.6
#29 Cc1ccc(C)c(N2CCN(C(=O)c3ccc4nc5ccc(Cl)cc5c(=O)n4c3)CC2)c1
→ 0	-0.2	1	-0.8
#30 COc1ccc(OC)c(CN2CCN(Cc3cc(=O)oc4cc(O)ccc34)CC2)c1
→ -1	0.0	17	1.0
#31 COc1ccc(/C=C2\N=C(c3ccc(Cl)cc3)OC2=O)cc1
→ 5	0.3	6	2.0
#32 CCOc1ccc(N(CC(=O)N2CCN(CC)CC2)S(C)(=O)=O)cc1
→ -7	-0.1	-2	0.8
#33 CCOCCOc1cccc(C(=O)Nc2ccc3ccccc3c2)c1
→ 39*	0.8	10	-2.6
#34 COc1cccc(CNC(=O)c2[nH]c(C)c(C(=O)NC3CCCCC3)c2C)c1
→ -5	0.0	3	-0.9
#35 Cc1ccc2c(c1)c(=O)c1ccccc1n2CC(=O)Nc1cc(Oc2ccccc2)cc([N+](=O)[O-])c1
→ -1	-0.2	1	1.0
#36 Cc1sc(NC(=S)NC(=O)c2ccco2)c(C#N)c1C
→ -21	-0.1	2	-1.0
#37 COC(=O)c1ccc(NC(=O)CSc2nnc(-c3ccccc3N)n2C)cc1
→ 12	0.0	-2	-0.2
#38 O=C(Nc1ccccc1NC(=O)C1CCCO1)C1CCCO1 (stereo not drawn)
→ 9	0.1	1	1.9
#39 O=C(Nc1ccncc1)c1ccc2c(c1)S(=O)(=O)c1ccccc1C2=O
→ 7	0.0	14	1.3
#40 CCOC(=O)c1c(C)[nH]c(C(=O)CSc2nnnn2-c2ccc(Cl)cc2)c1C
→ -4	0.1	-2	-2.1
#41 OCC1CCCN1c1nc(NCc2cccc(C(F)(F)F)c2)c2ncn(Cc3ccc(C(F)(F)F)cc3)c2n1 (stereo not drawn)
→ -4	-0.2	-2	-1.0
#42 Cc1nc(SCC(=O)N2CCCCC2)c2c3c(sc2n1)CCC3
→ -12	0.0	3	0.4
#43 Cc1ccc(C2CC(c3cccs3)=NN2C(=O)CSc2nnc(CNC(=O)c3ccc([N+](=O)[O-])cc3)n2-c2ccc(F)cc2)cc1 (stereo not drawn)
→ -10	0.3	9	1.1
#44 CCc1nnc(NC(=O)c2ccccc2NS(=O)(=O)c2ccc(C)cc2)s1
→ -7	0.3	-5	-1.5
#45 COC(=O)C1=C(C(=O)c2ccc(OC)cc2)C(=O)C(=O)N1c1ccccc1
→ -40	0.3	27	1.4
#46 O=S1(=O)N=C(N(CCO)/N=C/c2cccc(O)c2)c2ccccc21
→ 1	-0.2	2	-1.3
#47 N#Cc1cc(Nc2cccc(NC(=O)c3ccccc3)c2)c([N+](=O)[O-])cc1C#N
→ 17	-0.1	15	1.0
#48 O=C(NNc1nc(-c2ccccc2)c2cc(Cl)ccc2n1)c1cccnc1
→ -4	1.8	14	0.4
#49 CCS(=O)(=O)c1ccc2c(c1)N(Cc1ccccc1C)C(=O)C(C)O2 (stereo not drawn)
→ 6	0.2	-5	-0.6
#50 COc1ccc(C2CC(=O)C3=C(C2)Nc2ccccc2NC3c2ccc(OCc3ccccc3)cc2)cc1 (stereo not drawn)
→ -7	0.1	10	-0.9
#51 CCCNC(=O)Cn1cnc2sc(C(=O)NC3CCCC(C)C3C)c(C)c2c1=O (stereo not drawn)
→ -4	-0.1	6	3.4
#52 O=C1N=C(N2CCCCC2)S/C1=C/C1=Cc2ccccc2OC1
→ -5	0.7	16	-1.0
#53 COc1ccc(CCNC(=O)c2cccnc2SCC(=O)Nc2ccccc2C(F)(F)F)cc1OC
→ 11	0.0	14	2.4
#54 CN(C)C(=O)N1CCN(C(c2ccccc2)c2ccccc2)CC1
→ 5	0.0	11	3.4
#55 Cc1c(Cl)cccc1-n1c(SCC(=O)NCC2CCCO2)nc2n[nH]c(C)c2c1=N (stereo not drawn)
→ -11	0.0	6	-1.4
#56 COc1ccc(OC)c(NC(=O)NNC(=O)COc2ccc(F)cc2F)c1
→ 2	0.1	0	-0.8
#57 C=CCOc1ccc(/C=C2/C(=O)NC(=S)N(CC=C)C2=O)cc1OCC
→ 8	0.1	0	1.6
#58 Cc1cccn2cc(CN3CCN(C(=O)/C=C/c4cccc(F)c4)CCC3=O)nc12
→ 1	1.6	21	0.3
#59 COc1cccc(C(=O)OCn2c(SC)nnc(C)c2=O)c1
→ -1	0.2	12	-1.7
#60 COc1cc(Nc2nc(Nc3ccc(-n4ccnc4)cc3)nc3c2ncn3-c2ccsc2)cc(OC)c1OC
→ 44*	0.1	-3	-0.4
#61 O=C(NCc1nc2ccccc2[nH]1)c1csc(Nc2ccc3ncccc3c2)n1
→ -19	-0.1	9	-0.7
#62 COc1ccc(NC(=O)c2ccc3c(=O)n(C4CCCCC4)c(SCc4ccccn4)nc3c2)cc1OC
→ 1	-0.2	9	2.3
#63 O=C(O)c1cccc(Cn2c(Cl)c(/C=N/NC(=O)c3ccncc3)sc2=O)c1
→ -5	-0.1	-3	0.8
#64 NC(=O)c1c(Nc2ccc3c(c2)OCO3)sc(C(=O)c2ccc(Cl)cc2)c1N
→ -2	-0.4	0	2.3
#65 CCCC(=O)N1c2ccccc2NC2=C(C(=O)CCC2)C1c1ccc(SC)cc1 (stereo not drawn)
→ 1	0.0	0	-0.5
#66 COc1ccc(C2(CNC(=O)c3ccc(N)cc3)CCCC2)cc1
→ -11	-0.1	18	3.8
#67 Cc1oc2ccc(OCC(=O)OC(C)(C)C)cc2c1C(=O)OC(C)C
→ -7	-0.1	-3	0.8
#68 Cc1ccc(N2C(=O)/C(=C/c3ccco3)C(=O)NC2=S)cc1
→ -6	0.1	-15	0.9
#69 O=c1[nH]c(N2CCCC2)nc2c1CN(Cc1nnnn1C1CCCCC1)CC2
→ -2	-0.1	-1	-0.3
#70 CC(C)S(=O)(=O)C1=NSC2=NC(=O)/C(=C\c3ccc([N+](=O)[O-])o3)C(=N)N21
→ 5	-0.4	53*	-2.2
#71 O=C(Nc1nc2c(s1)CCc1ccccc1-2)c1ccc(S(=O)(=O)N2CCc3ccccc32)cc1
→ -3	0.3	6	-0.9
#72 CCCCCCC(=O)Nc1ccncc1
→ -2	-0.2	6	-0.6
#73 Cc1cc(C(=O)Nn2cnnc2)sc1-c1ccccc1
→ 1	0.1	5	-1.8
#74 CN(C)S(=O)(=O)N(CC(=O)Nc1cccc([N+](=O)[O-])c1)c1ccccc1
→ -1	0.6	12	-0.4
#75 CS(=O)(=O)N(CC(=O)NCc1ccncc1)c1ccc(F)c(Cl)c1
→ -5	0.0	-1	0.6

New compounds follow:
Results follow in this order: TEAD-YAP block	FBW7 activator	MITF primary	GPR151 activ
#76 COc1ccc(S(=O)(=O)NCC2CCC(C(=O)NCCc3ccccc3)CC2)cc1 (stereo not drawn)
→ -3	0.5	14	-0.7
#77 CCOC(=O)C1(Cc2ccccc2)C(=O)OC(C)(C)C(C)(C)C1=O (stereo not drawn)
→ -10	0.1	-9	-0.2
#78 Cc1cc(C)n(Cc2cccc([N+](=O)[O-])c2)n1
→ -4	-0.1	1	1.2
#79 CCCN1CCCc2cc(CCNS(=O)(=O)c3ccccc3)ccc21
→ 3	-0.1	9	3.8
#80 N#CC1=C2SCN(Cc3ccccc3)CN2C(=O)CC1c1ccccc1F (stereo not drawn)
→ -3	-0.2	-9	-0.3
#81 O=C(Cn1cnc2ccccc2c1=O)NCC(=O)Nc1ccc(F)cc1Cl
→ -7	0.3	15	0.4
#82 CCc1cccc(CC)c1NC(=O)C1CCN(c2nccc(C)n2)CC1
→ 12	0.0	4	0.2
#83 O=c1oc2ccc3ccccc3c2cc1-c1nc(-c2ccc([N+](=O)[O-])cc2)n[nH]1
→ 5	-0.1	72*	1.2
#84 CCCn1c(=O)c2c(c3ccccc31)OC(C)C(=O)N2 (stereo not drawn)
→ -1	-0.1	19	-2.5
#85 CC1CC(C)CN(CC(O)COc2ccc(Br)cc2)C1 (stereo not drawn)
→ 3	0.0	1	-0.1
#86 O=C(CCC(=O)N1CCSc2ccccc21)N1CCN(c2ccccc2)CC1
→ 9	0.0	4	0.5

Entries 84 to 85, reprinted for reference:
Results follow in this order: TEAD-YAP block	FBW7 activator	MITF primary	GPR151 activ
#84 CCCn1c(=O)c2c(c3ccccc31)OC(C)C(=O)N2 (stereo not drawn)
→ -1	-0.1	19	-2.5
#85 CC1CC(C)CN(CC(O)COc2ccc(Br)cc2)C1 (stereo not drawn)
→ 3	0.0	1	-0.1

Screens deposited in PubChem by The Scripps Research Institute Molecular Screening Center.

Hits appear at their usual frequency, and some 3.5% of all compounds hit somewhere here.
